C diff HTS: blocks growth of Clostridium difficile; growth activity, negative = inhibition, % at 16 µg/mL (by protocol); 86,000 compounds, 0.25% hits; Clostridium difficile clinical isolate growth, OD600, 24 h; active compounds read low; AID 1259249;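 active means mean growth activity at or below -80% and every replicate also at or below -80%; inconclusive means mean at or below -80% but some replicate above -80%; inactive means mean growth activity above -80%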;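 further: 0% = DMSO wells and -100% = levofloxacin 16 µg/mL wells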
Pf Dd2 growth: inhibitors of Plasmodium falciparum Dd2 growth. activity change, % at 10 µM. P. falciparum Dd2 growth, SYBR Green, 72 h; active compounds read low. 94,000 compounds, 2.3% hits. AID 1159554; in the data active means activity change below about -80%; inconclusive means no clear call, values can overlap the other calls
T cruzi growth: blocks T. cruzi growth in NIH3T3 culture; inhibition, % at 8.34 µM; 77,000 compounds, 5.9% hits; AID 624255; T. cruzi beta-gal in NIH3T3, GalScreen luminescence, 90 h;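 active means mean inhibition above about 93%, with at least 55% of replicates each passing it, limit read from the data, passing the limit was not always enough; inconclusive means only one of those two conditions holds; inactive means neither condition holds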
GASC1 inh: KDM4C (human) demethylase inhibition; Q9H3R0; GST-KDM4C 2-372, H3K9me3 peptide, LANCE TR-FRET; inhibition, % at 12.5 µM; 96,000 compounds, 0.15% hits;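 active means mean replicate inhibition above about 25%, with at least 55% of replicates also reaching it, limit read from the data, passing the limit was not always enough; inconclusive means only one of those two conditions met; inactive means neither condition met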
Target sequence (Q9H3R0 2-372 limits assumed): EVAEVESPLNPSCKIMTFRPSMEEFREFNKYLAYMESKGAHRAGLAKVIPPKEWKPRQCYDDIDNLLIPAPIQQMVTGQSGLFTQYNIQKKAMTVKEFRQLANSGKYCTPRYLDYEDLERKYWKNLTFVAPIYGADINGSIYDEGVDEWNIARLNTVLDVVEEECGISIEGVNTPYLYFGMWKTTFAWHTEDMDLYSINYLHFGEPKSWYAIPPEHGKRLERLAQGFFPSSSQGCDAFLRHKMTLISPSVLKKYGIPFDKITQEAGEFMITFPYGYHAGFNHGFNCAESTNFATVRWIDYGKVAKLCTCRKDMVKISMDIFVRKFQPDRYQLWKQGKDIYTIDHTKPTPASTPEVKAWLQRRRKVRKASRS
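Material: GST-tagged GASC-1 (JMJD2C) catalytic fragment, aa 2-372. Input: enzyme final amount 10 nM. Medium: HEPES buffer, pH 7.5, plus ascorbate. Reagent: H3K9me3 peptide substrate, Fe(II), 2-oxoglutarate. Doses: single dose. Times: reaction 30 min RT, detection step 1 h RT. Measured by: LANCE TR-FRET. Evaluation: Fall in 671/618 emission ratio as inhibition.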
Starred values were filed as active, the others as inactive; ? = inconclusive; · = not tested or not shown; & = joins results of further samples.

T cruzi growth	Pf Dd2 growth	mol	GASC1 inh	C diff HTS
109*	6	COCC#Cc1ccc([C@@H]2[C@H]3CN(C(=O)CN(C)C)CCCCN3[C@H]2CO)cc1	1.6	-2
0	·	CC(=O)N(C)C[C@H]1Oc2cc(C3=CCCC3)ccc2S(=O)(=O)N([C@H](C)CO)C[C@H]1C	0.1	7
32	-60	C[C@@H]1CN([C@@H](C)CO)S(=O)(=O)c2ccc(C#CC3CC3)cc2O[C@H]1CN(C)CC1CCCC1	-1.7	·
·	3	C[C@H]1CN([C@@H](C)CO)C(=O)c2cc(-c3ccc(F)cc3)cnc2O[C@@H]1CN(C)C(=O)C1CCC1	-0.3	-2
-173	·	COCCNC(=O)[C@H]1[C@H](CO)[C@H]2Cn3c(ccc(-c4ccccc4F)c3=O)[C@H]2N1C(=O)C1CCCC1	-2.6	6
3	31	C[C@@H]1CN([C@H](C)CO)C(=O)c2cc(-c3cccnc3)cnc2O[C@@H]1CN(C)C(=O)c1ccccc1F	-0.8	-3
·	-20	O=C(c1cccnc1)N1CC2(C1)[C@H](c1ccccc1)[C@H](CO)N2Cc1ccc(Cl)cc1	-2.6	8
60	-11	C[C@H](CO)N1C[C@H](C)[C@@H](CN(C)Cc2ccc(Oc3ccccc3)cc2)Oc2ccc(NC(=O)Nc3ccc(F)cc3)cc2C1=O	0.3	19
-9	8	COCC(=O)N1CCCCN2[C@H](C1)[C@@H](c1ccc(-c3ccc(C)cc3)cc1)[C@@H]2CO	0.3	-10
-21	12	C[C@@H]1CN([C@@H](C)CO)C(=O)c2cc(Br)cnc2O[C@@H]1CN(C)Cc1cncnc1	0.3	0
-21	-67	C[C@@H]1CN([C@H](C)CO)C(=O)c2cccc(NS(=O)(=O)c3ccc(Cl)cc3)c2O[C@@H]1CN(C)C(=O)Nc1cccc2ccccc12	-0.8	-8
19	-25	Cc1ccc(S(=O)(=O)N(C)C[C@@H]2Oc3ccc(NC(=O)Nc4ccc(F)cc4)cc3CC(=O)N([C@H](C)CO)C[C@H]2C)cc1	10	-3
-15	4	COC(=O)C[C@@H]1CC[C@H]2[C@@H](COC[C@H](O)CN2C(=O)Nc2cccc(F)c2)O1	0.2	3&-6
·	1	O=C(Cc1ccccn1)N1CC(=O)N2[C@H](C1)[C@H](c1ccc(-c3ccccc3)cc1)[C@@H]2CO	0.0	-2
·	-74	N#C[C@@H]1[C@H](c2ccccc2-c2ccccc2F)[C@H](CO)N1C(=O)C1CC1	0.1	-11
-12	-10	CCCN1C[C@@H](C)[C@@H](OC)CN(C)C(=O)c2cc(NC(=O)C3CCC3)ccc2OC[C@H]1C	-1.1	1
?	-78	C[C@@H]1CCCCO[C@H](CN(C)CC2CCCCC2)[C@H](C)CN([C@H](C)CO)C(=O)c2cc(NC(=O)Nc3ccc(C(F)(F)F)cc3)ccc2O1	·	-103*
·	3	O=C(c1cccnc1)N1CC(=O)N2[C@H](C1)[C@H](c1ccc(/C=C/c3ccccc3)cc1)[C@@H]2CO	1.6	0
2	3	COc1ccc(NC(=O)N2C[C@H](O)COC[C@H]3O[C@@H](CC(=O)N4CCOCC4)CC[C@@H]32)cc1	2.4	·
-46	-8	CCCNC(=O)C[C@H]1C[C@@H]2c3cc(NC(=O)CC4CC4)ccc3O[C@@H]2[C@@H](CO)O1	-1.4	-2
48	18	COc1ccc(S(=O)(=O)Nc2ccc3c(c2)C(=O)N([C@@H](C)CO)C[C@@H](C)[C@H](CN(C)C(=O)Nc2ccc(F)cc2)O3)cc1	-0.8	-9
58	-44	CO[C@@H]1CN(C)C(=O)c2cc(NC(=O)Nc3ccccc3F)ccc2OC[C@@H](C)N(CCC(F)(F)F)C[C@H]1C	5.5	·
·	-34	COc1ccccc1C#Cc1ccc2c(c1)[C@@H]1[C@@H](CCN1S(=O)(=O)c1ccc(F)cc1)[C@@H](CO)N2	-8.5	-7
-8	12	COC(=O)C[C@@H]1C=C[C@H](NC(=O)Nc2ccc(C(F)(F)F)cc2)[C@@H](CO)O1	1.5	·
13	-5	CC(C)NC(=O)Nc1ccc2c(c1)C(=O)N([C@H](C)CO)C[C@@H](C)[C@@H](CN(C)Cc1ccncc1)OCCCC[C@H](C)O2	-0.2	20
40	·	CCNC(=O)[C@H]1[C@H](CO)[C@H]2Cn3c(ccc(-c4cccc(F)c4)c3=O)[C@@H]1N2C(C)=O	-0.5	-2
-7	21	Cc1noc(C)c1S(=O)(=O)Nc1cccc2c1O[C@@H](CN(C)Cc1ccncc1)[C@@H](C)CN([C@H](C)CO)C2=O	-0.8	-4
-7	-2	C[C@@H]1CN([C@@H](C)CO)C(=O)c2cc(NC(=O)c3ccncc3)ccc2O[C@@H]1CN(C)S(=O)(=O)c1ccccc1	-1.7	-1
-36	5	C[C@@H]1CN([C@H](C)CO)C(=O)CCCn2cc(nn2)CO[C@@H]1CN(C)Cc1cccc(C(F)(F)F)c1	0.0	-7
49	·	COc1cccc(CNC(=O)[C@@H]2[C@@H](CO)[C@@H]3Cn4c(ccc(-c5cncnc5)c4=O)[C@H]2N3C(C)=O)c1	3.1	8
90	-61	C[C@@H]1CCCCO[C@H](CN(C)C(=O)Nc2ccc(C(F)(F)F)cc2)[C@H](C)CN([C@@H](C)CO)C(=O)c2cc(NC(=O)c3ccncc3)ccc2O1	-2.9	11
73	-58	C[C@@H]1CCCCO[C@H](CN(C)S(=O)(=O)c2ccc(Cl)cc2)[C@H](C)CN([C@@H](C)CO)C(=O)c2cc(NS(=O)(=O)c3ccc(F)cc3)ccc2O1	-0.6	4
75	-59	COc1ccc(CN(C)C[C@@H]2OCCCC[C@@H](C)Oc3ccc(NC(=O)NC4CCCCC4)cc3C(=O)N([C@H](C)CO)C[C@H]2C)cc1	0.3	0
-33	14	C[C@H](NC(=O)C[C@H]1C[C@@H]2c3cc(NC(=O)C4CCOCC4)ccc3O[C@@H]2[C@@H](CO)O1)c1ccccc1	1.9	·
·	-42	C[C@H]1CCCCO[C@H](CN(C)Cc2ccc(Cl)c(Cl)c2)[C@@H](C)CN([C@@H](C)CO)C(=O)c2cc(NS(=O)(=O)c3ccccc3)ccc2O1	0.5	27
64	-4	Cc1noc(C)c1NC(=O)Nc1ccc2c(c1)C(=O)N([C@@H](C)CO)C[C@H](C)[C@H](CN(C)C(=O)Nc1ccc(C(F)(F)F)cc1)O2	0.0	1
-28	7	Cc1noc(C)c1NC(=O)Nc1ccc2c(c1)C(=O)N([C@@H](C)CO)C[C@H](C)[C@@H](CN(C)S(=O)(=O)c1ccccc1)O2	4.4	·
32	55	CC(C)C#Cc1cnc2c(c1)C(=O)N([C@@H](C)CO)C[C@@H](C)[C@@H](CN(C)C(=O)c1cccnc1)O2	22	1
-4	28	CO[C@H](CN(C)C(=O)c1cnccn1)[C@@H](C)CN([C@H](C)CO)S(=O)(=O)c1ccccc1	1.2	·
·	-74	C/C=C/c1ccc([C@@H]2[C@@H](CO)N(C(=O)C3CC3)C23CN(C(=O)NC(C)C)C3)cc1	0.0	-5
15	-3	CCC(=O)Nc1ccc2c(c1)C(=O)N(C)[C@@H]1CC[C@H](CC(=O)NCCN3CCCCC3)O[C@@H]1CO2	7.3	1
30	-19	CO[C@@H]1CN(C)C(=O)c2ccc(NC(=O)Nc3cccc(F)c3)cc2OC[C@H](C)N(C(C)=O)C[C@H]1C	-0.4	·
·	-58	COc1cccc(-c2ccc3c(c2)O[C@H](CN(C)C(=O)c2ccccc2F)[C@H](C)CN([C@@H](C)CO)S3(=O)=O)c1	0.4	14
107*	?	O=C(Nc1ccccc1F)N1CCCCN2[C@H](CO)[C@H](c3ccc(C#Cc4cccnc4)cc3)[C@@H]2C1	-0.4	-17
15	-13	COc1ccccc1-c1ccc2c(c1)[C@@H]1[C@@H](CCN1C(=O)c1ccc3c(c1)OCO3)[C@H](CO)N2	-2.9	-2
85	-3	C[C@@H]1CN([C@@H](C)CO)C(=O)c2cccc(NC(=O)c3ccncc3)c2O[C@@H]1CN(C)S(C)(=O)=O	0.1	1
46	39	C[C@@H]1CCCCO[C@@H](CN(C)S(=O)(=O)c2cn(C)cn2)[C@H](C)CN([C@@H](C)CO)C(=O)c2cc(NC(=O)CCC(F)(F)F)ccc2O1	-1.0	1
-20	9	C[C@@H]1CN([C@@H](C)CO)C(=O)c2cc(NC(=O)CCCN(C)C)ccc2O[C@H]1CN(C)S(C)(=O)=O	-0.7	0
99*	-74	C[C@@H]1CCCCO[C@@H](CN(C)Cc2ccc(Cl)c(Cl)c2)[C@H](C)CN([C@H](C)CO)C(=O)c2cc(N(C)C)ccc2O1	-0.3	·
11	15	CO[C@H]1CN(C)C(=O)c2ccc(NS(C)(=O)=O)cc2OC[C@@H](C)N(Cc2cccnc2)C[C@H]1C	-0.5	2
-2	-35	C[C@@H]1CN([C@H](C)CO)C(=O)c2cc(NC(=O)Cc3ccccc3)ccc2O[C@H]1CN(C)Cc1ccncc1	-0.3	-1
19	26	CO[C@@H]1CN(C)C(=O)c2ccc(NS(=O)(=O)c3cccc(F)c3)cc2OC[C@H](C)NC[C@H]1C	-2.3	·
-42	-12	COc1ccc(S(=O)(=O)N(C)C[C@H]2OCCCC[C@H](C)Oc3ccc(NS(C)(=O)=O)cc3C(=O)N([C@@H](C)CO)C[C@H]2C)cc1	0.3	6
16	15	CCNC(=O)C[C@@H]1CC[C@H](NC(=O)C2CC2)[C@@H](CO)O1	-0.4	·
·	9	O=C(Cc1ccccn1)NCC[C@H]1CC[C@H](NC(=O)CN2CCOCC2)[C@H](CO)O1	1.3	-1
82	-72	C[C@H](CO)N1C[C@H](C)[C@@H](CN(C)S(C)(=O)=O)Oc2cc(C#Cc3ccccc3)ccc2S1(=O)=O	-3.2	-14
105*	·	CNC[C@@H]1Oc2cc(C#Cc3ccccc3OC)ccc2S(=O)(=O)N([C@@H](C)CO)C[C@H]1C	-3.1	-4
-61	-3	C[C@H](CO)N1C[C@H](C)[C@H](CN(C)C(=O)C2CCC2)Oc2cc(C#CC(C)(C)O)ccc2S1(=O)=O	-0.2	-3
·	-43	COc1ccccc1NC(=O)N1CC(=O)N2[C@@H](CO)[C@H](c3ccc(C#Cc4ccccc4)cc3)[C@@H]2C1	-2.3	-4
26	9	C[C@H](CO)N1C[C@H](C)[C@@H](CN(C)S(=O)(=O)c2cn(C)cn2)Oc2c(NC(=O)c3cnccn3)cccc2C1=O	-0.3	2

The results go on.
T cruzi growth	Pf Dd2 growth	mol	GASC1 inh	C diff HTS
·	15	O=C(NC[C@@H]1CC[C@H]2[C@H](CN2S(=O)(=O)c2ccccc2)O1)NC1CCCCC1	·	-3
19	-13	COc1ccc(CNC(=O)C[C@H]2CC[C@@H]3[C@H](COc4ccc(NC(=O)C5CC5)cc4C(=O)N3C)O2)cc1	0.1	0
3	-25	COc1cccc(S(=O)(=O)N[C@H]2CC[C@H](CCn3cc(-c4ccc(F)cc4)nn3)O[C@H]2CO)c1	0.4	-7
6	-22	O=C(NCC[C@H]1CC[C@H](NS(=O)(=O)c2ccc(F)cc2)[C@@H](CO)O1)c1ccc2c(c1)OCO2	-0.5	1

Part of the list above, as a markdown table:
| Structure | T cruzi growth | Pf Dd2 growth | GASC1 inh | C diff HTS |
| --- | --- | --- | --- | --- |
| C[C@H](CO)N1C[C@H](C)[C@@H](CN(C)S(C)(=O)=O)Oc2cc(C#Cc3ccccc3)ccc2S1(=O)=O | 82 | -72 | -3.2 | -14 |
| CNC[C@@H]1Oc2cc(C#Cc3ccccc3OC)ccc2S(=O)(=O)N([C@@H](C)CO)C[C@H]1C | 105* | · | -3.1 | -4 |
| C[C@H](CO)N1C[C@H](C)[C@H](CN(C)C(=O)C2CCC2)Oc2cc(C#CC(C)(C)O)ccc2S1(=O)=O | -61 | -3 | -0.2 | -3 |
| COc1ccccc1NC(=O)N1CC(=O)N2[C@@H](CO)[C@H](c3ccc(C#Cc4ccccc4)cc3)[C@@H]2C1 | · | -43 | -2.3 | -4 |
| C[C@H](CO)N1C[C@H](C)[C@@H](CN(C)S(=O)(=O)c2cn(C)cn2)Oc2c(NC(=O)c3cnccn3)cccc2C1=O | 26 | 9 | -0.3 | 2 |
| O=C(NC[C@@H]1CC[C@H]2[C@H](CN2S(=O)(=O)c2ccccc2)O1)NC1CCCCC1 | · | 15 | · | -3 |
| COc1ccc(CNC(=O)C[C@H]2CC[C@@H]3[C@H](COc4ccc(NC(=O)C5CC5)cc4C(=O)N3C)O2)cc1 | 19 | -13 | 0.1 | 0 |
| COc1cccc(S(=O)(=O)N[C@H]2CC[C@H](CCn3cc(-c4ccc(F)cc4)nn3)O[C@H]2CO)c1 | 3 | -25 | 0.4 | -7 |
| O=C(NCC[C@H]1CC[C@H](NS(=O)(=O)c2ccc(F)cc2)[C@@H](CO)O1)c1ccc2c(c1)OCO2 | 6 | -22 | -0.5 | 1 |

Bioassay records (PubChem)
